All columns: NCI-60 one-dose screen, growth in % after 48 h at 10 µM unless noted; 100 = growth as untreated, 0 = no growth, -100 = all killed.
SK-MEL-5 = SK-MEL-5 melanoma; 80,000 tested, 6.4% active
UACC-257 = UACC-257 melanoma; 78,000 tested, 4.4% active
HOP-92 = HOP-92 NSCLC cells; AID 1794738; 71,000 tested, 6.3% active
A549/ATCC = A549/ATCC NSCLC; 81,000 tested, 3.7% active; AID 1794740
EKVX = EKVX NSCLC; 71,000 tested, 3% active
SK-MEL-28 = SK-MEL-28 melanoma; 81,000 tested, 4.1% active
UACC-62 = UACC-62 melanoma; 81,000 tested, 5.4% active
M14 = M14 melanoma; 80,000 tested, 6.2% active
Starred values were filed as active, the others as inactive; / = no result given; & = joins results of further samples. Rule for the calls: active = growth percent below 10; inactive = the rest.

SMILES | SK-MEL-5 | UACC-257 | HOP-92 | A549/ATCC | EKVX | SK-MEL-28 | UACC-62 | M14
COC(=O)[C@]12CC[C@@H](C)[C@H](C)[C@@H]1C1=CC[C@@H]3[C@@]4(C)C(C=O)=C[C@@](C)(COC(C)=O)[C@@H]4[C@H](O)C[C@@]3(C)[C@]1(C)CC2 | -93* | -59* | -6.9* | 1.5* | 20 | -53* | -47* | -43*
O=c1oc2ccc(-c3ccc(F)cc3F)cc2c(=O)n1-c1ccc(F)c(Cl)c1 | -92* | -16* | -22* | 8.9* | -9.1* | -21* | -60* | 13
COc1ccc(Cc2n[nH]c(=S)n2-c2cc(C)ccc2C)cc1OC | 99&102 | 105 | 106&87 | 101&101 | 106 | 116&100 | 96&97 | 116&94
Cc1ccc(S(=O)(=O)Nc2nnc(C(C)C)s2)cc1 | 99 | / | 103 | 83 | 99 | 109 | 98 | 102
CCCCCCCCCCCCCCCCCCOc1cccc(CC(=O)NCC[N+](C)(C)C)c1 | 97 | 104 | 89 | 90 | 91 | 102 | 62 | 83
COC(=O)[C@]1(C)CCC[C@]2(C)[C@H]3C[C@@H]4[C@H]5[C@@H]6CC/C(=N\N)[C@H]5[C@@]3(CC[C@H]21)C[C@]4(C(C)C)O6 | 94 | 103 | / | 96 | 96 | 105 | 87 | 99
O=C(N/N=C/c1ccc2c(c1)OCO2)C1CC1 | 108 | 90 | 89 | 85 | 111 | 110 | 98 | 103
C/C(=N/O)c1ccc(NC(=O)Cn2nc(C(F)(F)F)nc2N)cc1 | 101 | 75 | 101 | 70 | 105 | 116 | 94 | 103
NC(=O)Cc1c[nH]c2ccc(Br)cc12 | 121 | 102 | 105 | 100 | 112 | 108 | 103 | 103
Clc1ccc(OCc2nnc(-c3ccc(N4CCOCC4)cc3)o2)c(Cl)c1 | 92 | 99 | 71 | 91 | 82 | 109 | 77 | 97
CCOC(=O)c1c(-c2cc(OC)c(OC)c(OC)c2)csc1N | / | 104 | / | 97 | 110 | 91 | 89 | 90
O=C1CC2(O)CSc3nc(=O)cc(n32)N1 (stereo not drawn) | 100 | 99 | 105 | 96 | / | 104 | 102 | 101
COc1ccc(C2CC(c3cccc(Nc4ccncc4)c3)=Nc3c(N)nc(N)nc3N2)cc1 (stereo not drawn) | 77 | 69 | 60 | 47 | 74 | 98 | 70 | 39
CCC(=O)Oc1ccc(-c2ccccc2)cc1Br | 98 | 106 | 88 | 105 | 102 | 110 | 109 | 102
N#Cc1c(-c2ccccc2)nc(SCC(=O)N2CCOCC2)[nH]c1=O | 102 | 97 | 89 | 101 | / | 114 | 100 | 100
CC(C)(C)CC(C)(C)n1nnnc1C(Nc1ccc(F)cc1)c1cc2cccc3ccc4cccc1c4c32 (stereo not drawn) | 91 | 96 | 57 | 88 | 83 | 90 | 71 | 88
O=C(COc1cc(O)c2c(=O)cc(-c3ccccc3)oc2c1)Nc1cccnc1 | 97 | 104 | 98 | 94 | 98 | 110 | 95 | 113
Cc1ccc(-c2nc3cnccn3c2NC(C)(C)C)o1 | 103 | / | 90 | 99 | 98 | 121 | 99 | 102
O=C(Nc1ccc(F)cc1)c1cc([N+](=O)[O-])ccc1O | 30 | / | 16 | 68 | 77 | 56 | 37 | 76
COc1cc(/C=C/C(C)=O)ccc1O | 113&97 | 109&106 | 73 | 100&98 | 112&92 | 103&112 | 107&89 | 101&100
CCCCOc1ccc(OCCCN2CCOCC2)cc1 | 96 | 115 | 58 | 105 | 106 | 121 | 93 | 102
C=CCOc1c(CCC)cc(C(=O)O)cc1CCC | 100 | 115 | 96 | 112 | 113 | 103 | 100 | 101
C=CN1C(=O)NC(C)(CC(C)C)C1=O (stereo not drawn) | 115 | 109 | 96 | 101 | 104 | 114 | 111 | 106
C1CCCC(NC2=NCCO2)CCC1 | 104 | 94 | / | 101 | 101 | 74 | 105 | 100
OC(c1ccccc1)(c1ccccc1)C1CC1c1ccncc1 (stereo not drawn) | 107 | 101 | 130 | 92 | 98 | 114 | 88 | 104
O=C(O)c1ccc(-n2cc(/C=N/Nc3ccc(Br)cc3)c(-c3ccccc3)n2)cc1 | 92 | 115 | 98 | 90 | 71 | 103 | 49 | 86
CNC(=S)c1ccc(-c2cnc3ncc(Cc4ccc5ncccc5c4)n3n2)cc1F | 83 | 111 | 47 | 86 | 79 | 102 | 110 | 113
O=c1[nH]c(=O)n(Cc2ccccc2Cn2cc(F)c(=O)[nH]c2=O)cc1F | 110 | 101 | 96 | 81 | 97 | 103 | 97 | 104
CCCCC[n+]1ccc(SCC(=O)N(C)c2ccc(C(F)(F)F)cc2)c2ccccc21 | / | 112 | 85 | 112 | 98 | 107 | 72 | /
CN1C2CCC1/C(=C\c1ccc(Br)cc1F)C(=O)/C2=C/c1ccc(Br)cc1F | 73 | 95 | 80 | 56 | 521 | 104 | 69 | /
FC(F)(F)c1cc(N2CCCCC2)nc(NCCCNc2ccnc3cc(Cl)ccc23)n1 | 27 | 53 | 33 | 51 | 48 | 77 | 62 | 71
O=C(NCCCCC(c1ccc(F)cc1)c1ccc(F)cc1)NCCCc1cccnc1 | -90* | 26 | 19 | 27 | 27 | 21 | 42 | -20*
CNCCCn1c2c(c3ccc(Cl)cc3c1=O)C(=O)c1cc(OC)cnc1-2 | 32 | 57 | / | -88* | 64 | 72 | 11 | 36
O=C1NC2C3CC(c4ccccc43)C12 (stereo not drawn) | 104 | 97 | / | 102 | 92 | 103 | 102 | 116
Cc1cc(O)c(C(C)C)cc1N=Cc1ccc(N(C)C)cc1 | 109 | 109 | / | 111 | 100 | 112 | 90 | 111
CCCCOc1ccc(C(=O)OCC(CC)NCCC)cc1N (stereo not drawn) | 99 | 101 | 95 | 75 | 97 | 103 | 97 | 97
COc1ccc2nc(Cl)c(-c3cc(-c4ccccc4)nc(N)n3)cc2c1 | 66 | 72 | 49 | 73 | 60 | 61 | 28 | 44
COc1cc2cc(Oc3ccc(NC(=O)Nc4ccc(C)cc4)cc3)c(C)nc2cc1OC | 100 | 112 | / | 102 | 107 | 109 | 99 | 124
Cc1cc(O)c(C(C)C)cc1O | 104 | 115 | 142 | 107 | 129 | 123 | 95 | 121
Cc1ccc(NC(=O)N2CCCCC2)cc1NC(=O)N1CCCCC1 | 99 | 105 | / | 99 | 122 | 112 | 100 | 105
CC(=O)N(N=O)c1c(Br)cc(C)cc1Br | 102 | 88 | 98 | 98 | / | 101 | 96 | 105
Cc1cc(N/N=C/c2nc(-c3ccccc3)oc2C)c2cc(Cl)ccc2n1 | 20 | 106 | -62* | -77* | -59* | -96* | 86 | -87*
Cc1ccc2c(-c3cc(-c4cc5ccccc5oc4=O)nc(N)c3C#N)cc(=O)oc2c1 | 94 | 63 | / | 77 | 88 | 77 | 95 | 87
Cc1nn(-c2ccccc2)c2nc3nc[nH]c(=O)c3c(-c3ccc(Cl)cc3)c12 | 95 | / | 88 | 73 | / | 103 | 98 | 111
Nc1cc(=O)n(Cc2ccco2)c(=S)[nH]1 | 104 | 92 | / | 97 | / | 111 | 107 | 104
Cc1cccc(Cl)c1O | 111 | 92 | 79 | 102 | 104 | 113 | 112 | 103
O=C1CCC(N2Cc3cc(CC(=O)Nc4ccc(N5CCCCC5)cc4)ccc3C2=O)C(=O)N1 (stereo not drawn) | 39 | 102 | -5.2* | 68 | 83 | 76 | 78 | 39
COc1cc(CNC(=O)CCCC/C=C/C(C)C)ccc1OCc1cn(-c2ccc(Br)cc2)nn1 | 72 | 90 | 69 | 88 | 73 | 100 | 63 | 90
O=C(Nc1ncccc1OCc1cn(Cc2ccc(F)cc2)nn1)c1ccccc1 | 104 | 114 | 78 | 121 | 97 | 101 | 97 | 96
COc1ccc(-c2onc3ccc(Br)cc23)cc1OC | 88 | 106 | 86 | 83 | 88 | 111 | 87 | 103
C/C(=C\Cl)CN(C)S(=O)(=O)c1ccc(Br)cc1 | 103 | 96 | 91 | 91 | 92 | 115 | 86 | 99
COc1cc(-c2nc(-c3ccccc3)c(-c3ccc(Sc4ccccc4)cc3)[nH]2)cc(OC)c1O | 105 | 108 | 120 | 111 | / | 113 | 104 | 99
O=C(O)C1CCC(C(=O)O)SS1 (stereo not drawn) | 106 | 102 | 86 | / | 116 | 121 | 95 | 107
O=c1[nH]c(C(F)(F)F)nc2c1nc1n2CCC1 | 101 | 96 | 116 | 97 | 101 | 100 | 101 | 129
Cn1cc(-c2csc(-c3ccc(F)cc3)n2)c2ccccc21 | 101 | 99 | 126 | 99 | 80 | 116 | 81 | 101
Cc1cccc(Nc2cc(=S)nc(N)[nH]2)c1 | 101 | 103 | 97 | 102 | 98 | 106 | 95 | 106
CC[C@@H]1OC(=O)[C@H](C)[C@@H](O[C@H]2C[C@@](C)(OC)[C@@H](O)[C@H](C)O2)[C@H](C)[C@@H](O[C@@H]2O[C@H](C)C[C@H](N(C)C)[C@H]2O)[C@](C)(O)C[C@@H](C)[C@@H]2N[C@@H](COCCOC)O[C@H]([C@H]2C)[C@]1(C)O | / | 106 | / | 100 | 102 | 109 | 109 | 100
C=C1C(=O)O[C@H]2[C@H]1CC/C(COC(=O)NCc1ccc(Cn3c(=O)sn(-c4ccc(C#N)cc4)c3=O)cc1)=C\CC[C@@]1(C)O[C@@H]21 | 90 | 69 | 26 | 97 | 92 | 87 | 69 | 69
CCOC(=O)CCN(CCC(=O)OCC)c1ccccn1 | 96 | 100 | 83 | 96 | 96 | 96 | 90 | 98
C=C1CC[C@H]2[C@@](C)(CCC3OC(c4ccc(OCc5cn(CC(O)C6OC7OC(C)(C)OC7[C@@H]6OCc6ccccc6)nn5)cc4)OC[C@]32C)[C@@H]1/C=C/C1=CCOC1=O (stereo partly drawn) | 84 | 107 | 84 | 101 | 82 | 111 | 80 | 102

Record cards, from the list above. Values in the order: SK-MEL-5	UACC-257	HOP-92	A549/ATCC	EKVX	SK-MEL-28	UACC-62	M14
`Cc1cccc(Cl)c1O` is listed with 111	92	79	102	104	113	112	103
`Nc1cc(=O)n(Cc2ccco2)c(=S)[nH]1` is listed with 104	92	/	97	/	111	107	104
`C/C(=C\Cl)CN(C)S(=O)(=O)c1ccc(Br)cc1` is listed with 103	96	91	91	92	115	86	99
`COc1cc(-c2nc(-c3ccccc3)c(-c3ccc(Sc4ccccc4)cc3)[nH]2)cc(OC)c1O` is listed with 105	108	120	111	/	113	104	99

Later entries.
SMILES | SK-MEL-5 | UACC-257 | HOP-92 | A549/ATCC | EKVX | SK-MEL-28 | UACC-62 | M14
O=S1(=O)c2ccccc2C(O)(c2ccccc2)c2ccccc21 | 97 | 105 | 103 | / | / | 105 | 89 | 96
NCC(=O)NCC(=O)NC(Cc1ccccc1)C(=O)O (stereo not drawn) | 102 | / | 114 | / | / | 107 | 101 | 112
CC1(C)C(=O)OCC2=C1CCCC2 | 102 | 93 | / | 105 | / | 99 | 106 | 112
O=C(O)c1nc(=O)[nH]c(=O)[nH]1 | 93&103 | 89&105 | 95&93 | 93&106 | 104&110 | 110&107 | 94&102 | 88&106
COc1ccc(-c2ccc(C)n2-c2ccc(-c3nc4ccccc4s3)cc2)cc1 | 102 | 109 | 86 | 86 | 78 | 113 | 86 | 103
O=C1CC(c2ccccc2O)Cc2c1cnn2-c1nc2ccccc2[nH]1 (stereo not drawn) | 89 | 112 | 87 | 83 | / | 106 | 88 | 101
Cc1cc([N+](=O)[O-])c(C)cc1I | 94 | 76 | 95 | 77 | 91 | 103 | 96 | 98
O=c1c2cc(F)ccc2sc2c(Cl)nc3ccc(Cl)cc3c12 | / | 115 | 105 | 109 | 101 | 102 | 95 | 99
COc1ccc(-c2cc(-c3cccnc3)c(C#N)c(=O)[nH]2)cc1S(N)(=O)=O | 101 | 117 | 97 | 104 | 95 | 94 | 95 | 88
Cc1ccc(-c2cc3nc(-c4ccccc4)nc(C(Cl)Cl)n3n2)cc1 | 84 | 18 | -81* | -58* | -68* | 35 | -65* | 96
COc1cc(/C=N/O)nc(-c2ccccn2)c1 | -22* | 5.2* | 54 | 15 | 23 | 18 | 4.5* | 6.9*
CC(=O)Nc1ccc(/C=N/N=C2c3ccccc3-c3ccccc32)cc1 | 60 | 104 | 108 | 77 | 86 | 104 | 87 | 91
O=C(Nc1ccc(C2=NCCCN2)cc1)c1ccc(NC(=O)c2ccc(C3=NCCCN3)cc2)cc1 | 88 | / | 76 | 108 | 92 | 106 | 92 | 96
O=C(O)c1ccc(-n2cc(CNc3ccc(Cl)cc3)c(-c3ccc(C(F)(F)F)cc3)n2)cc1 | 66 | 81 | 88 | 59 | 68 | 83 | 80 | 83
O=CC(O)C(O)C(O)C(O)CO (stereo not drawn) | 102 | 94 | 102 | 93 | / | 111 | 105 | 111
c1ccc2c(c1)N=C(N1CN(C3=Nc4ccccc4NCC3)CN(C3=NCCNc4ccccc43)C1)CCN2 | 103 | 114 | 69 | 117 | 113 | 106 | 108 | 98

In another format: results already given.
| Compound | SK-MEL-5 | UACC-257 | HOP-92 | A549/ATCC | EKVX | SK-MEL-28 | UACC-62 | M14 |
| --- | --- | --- | --- | --- | --- | --- | --- | --- |
| CC(=O)Nc1ccc(/C=N/N=C2c3ccccc3-c3ccccc32)cc1 | 60 | 104 | 108 | 77 | 86 | 104 | 87 | 91 |
| O=C(Nc1ccc(C2=NCCCN2)cc1)c1ccc(NC(=O)c2ccc(C3=NCCCN3)cc2)cc1 | 88 | / | 76 | 108 | 92 | 106 | 92 | 96 |
| O=C(O)c1ccc(-n2cc(CNc3ccc(Cl)cc3)c(-c3ccc(C(F)(F)F)cc3)n2)cc1 | 66 | 81 | 88 | 59 | 68 | 83 | 80 | 83 |

Screening data (PubChem BioAssay)

This is a random part of the collection; overall some 9.8% were active at least once.
